Source: PubChem BioAssay (National Center for Advancing Translational Sciences (NCATS))
ALOX12 inh: inhibitors of human 12S-lipoxygenase ALOX12; P18054; purified 12hLO, xylenol orange hydroperoxide absorbance; Potency, µM (doses to about 108 µM), for inactives: top-dose activity change, negative = inhibition, hits mostly inhibitors; 1.1% of 580,000 active; further: on the % scale 0 is the no-effect control and ±100 the full control effect
Target sequence (P18054 whole entry, looked up): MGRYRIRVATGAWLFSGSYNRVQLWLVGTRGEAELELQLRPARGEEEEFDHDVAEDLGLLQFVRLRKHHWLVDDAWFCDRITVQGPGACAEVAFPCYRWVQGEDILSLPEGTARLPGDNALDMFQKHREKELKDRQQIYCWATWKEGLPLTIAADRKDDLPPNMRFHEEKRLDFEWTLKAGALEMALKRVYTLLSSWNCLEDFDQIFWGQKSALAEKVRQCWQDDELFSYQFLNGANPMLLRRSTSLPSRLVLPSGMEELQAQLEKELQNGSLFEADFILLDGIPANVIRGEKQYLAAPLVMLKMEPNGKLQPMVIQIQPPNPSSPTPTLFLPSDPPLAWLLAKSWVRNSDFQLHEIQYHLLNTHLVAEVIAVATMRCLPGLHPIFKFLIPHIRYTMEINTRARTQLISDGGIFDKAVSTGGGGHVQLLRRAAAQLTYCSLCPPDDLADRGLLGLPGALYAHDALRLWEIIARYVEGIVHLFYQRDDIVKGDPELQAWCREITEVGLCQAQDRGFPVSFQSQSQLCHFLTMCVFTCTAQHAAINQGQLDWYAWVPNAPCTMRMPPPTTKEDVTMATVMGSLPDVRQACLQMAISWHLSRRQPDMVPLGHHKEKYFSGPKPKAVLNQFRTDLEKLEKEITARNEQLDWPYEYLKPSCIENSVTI
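Purified human 12hLO (150 nM final) in 25 mM Hepes, 0.01% Triton X-100, pH 7.0 was preincubated 15 min at room temperature with compound. Then 40 uM arachidonic acid was added, 30 min. Hydroperoxide was read by Fe-XO absorbance ratio 573/405 nm.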
TrxR1 substrate: substrates of rat thioredoxin reductase 1; Potency, µM (top dose mostly 114 µM), for the others: at the top dose activity change, negative = substrate turnover; purified TrxR1 substrate turnover, NADPH consumption readout; 0.01% of 390,000 active; O89049; AID 588456; further: on the % scale 0 is the no-effect control and ±100 the full control effect; nearly all actives have a fitted effect of over 50% in size
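Rat TrxR1, dispensed at 90 nM, was prereduced with 400 uM NADPH (final) for 5 min at ~22 deg C, then incubated with compound 15 min before 400 uM selenite. A first-read NADPH fluorescence drop versus no-compound background flagged substrates.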
Vif-A3G inh: blocks the Vif interaction with human APOBEC3G. HeLa A3G-eYFP + Vif (tagged APOBEC3G with the HIV-1 protein that degrades it), YFP fluorescence, overnight. Potency, µM (doses to about 46.1 µM), for the others: top-dose activity, negative = active, hits mostly inhibitors. 0.076% of 410,000 active. AID 602310;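 further: on the % scale 0 is the no-effect control and ±100 the full control effect; nearly all actives have a fitted effect of over 60% in size; hits raise eYFP signal because A3G escapes Vif-driven loss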
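Read-out is eYFP fluorescence (Ex 488/Em 500-530) from Vif-expressing HeLa A3G-eYFP cells; more signal means A3G escaped Vif-mediated degradation. Cells plated overnight, compound pinned in, incubated overnight at 37 deg C.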
Vif-APOBEC3F blk: Vif-A3F binding inhibition. HeLa A3F-eYFP + Vif (tagged APOBEC3F with the HIV-1 protein that degrades it), YFP fluorescence increase. Potency, µM (top dose mostly 46.1 µM), inactives show at the highest dose activity, negative = active. 0.2% of 390,000 active; further: % of control where 0% means no effect; nearly all actives have a fitted effect of over 65% in size
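HeLa cells stably expressing A3F-eYFP plus Vif, plated and incubated overnight at 37 deg C, then exposed to compounds overnight at 37 deg C. Blocked degradation read as raised yellow fluorescence (Ex 488/Em 500-530).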
USP1-UAF1 inh: USP1/UAF1 (human) deubiquitinase inhibition | recombinant USP1/UAF1, Ub-Rhodamine cleavage fluorescence | Potency, µM (top dose mostly 57.1 µM), inactives show top-dose activity change, negative = inhibition, most hits filed as inhibitors | 0.23% of 390,000 active; further: on the % scale 0 is the no-effect control and ±100 the full control effect; nearly all actives have a fitted effect of over 60% in size; inactives centre near -12
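USP1/UAF1 complex (1 nM) preincubated 15 min at room temperature with compound, then Ub-Rho substrate (150 nM final) added. Kinetic fluorescence at 480/540 nm over 6 reads at 60 s intervals; 50 mM HEPES pH 7.8, 0.5 mM EDTA, 0.1 mg/ml BSA, 1 mM TCEP, 0.01% Tween-20.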
rTrxR1 inhibitor: inhibitors of rat thioredoxin reductase 1; O89049; recombinant rTrxR1, NADPH fluorescence consumption, selenite substrate; Potency, µM (highest dose often 114 µM), without a hit: at the top dose activity change, negative = inhibition, hits mostly inhibitors; 1% of 390,000 active; AID 588453; further: on the % scale 0 is the no-effect control and ±100 the full control effect; nearly all actives have a fitted effect of over 65% in size
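Rat TrxR1 (90 nM in the dispensed reagent) was pre-reduced with 400 uM NADPH for 5 min at room temperature, then incubated with compound for 15 min. After 400 uM selenite was added, NADPH fluorescence (Ex 340/Em 450 nm) was followed for 8 min.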
RGS4 inh: blocks human RGS4-accelerated GTP hydrolysis; P49798; Transcreener GDP fluorescence polarization, RGS4-accelerated GTP hydrolysis; Potency, µM (titrated, usually from 114 µM), inactives show at the highest dose activity change, negative = inhibition, most hits filed as inhibitors; 0.039% of 390,000 active; further: on the % scale 0 is the no-effect control and ±100 the full control effect; nearly all actives have a fitted effect of over 75% in size; some results filed as inactive show a strong effect at the top dose
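MLSMR compounds (23 nl, pin-transferred) preincubated 10 min at room temperature with a 500nM (2x) first reagent, then RGS4 at 900nM (2x) plus Transcreener GDP mix added; fluorescence polarization (620/688 nm) read before and after 90 min at 30 °C.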
RXFP1 agonist: activates the human relaxin receptor RXFP1. HEK293T-RXFP1 cAMP TR-FRET, 30 min; response scale: percent of porcine relaxin response, buffer zero. Potency, µM (top dose mostly 57.5 µM), without a hit: at the top dose activation, actives largely listed as activators. 0.3% of 370,000 active; further: on the % scale 0 is the no-effect control and ±100 the full control effect; nearly all actives have a fitted effect of over 60% in size; many of its hits are not listed in these tables
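HEK293T cells stably expressing RXFP1 were pretreated with the PDE4 inhibitor Ro 20174, exposed to compounds for 30 min at 37C, lysed, and cAMP was read by TR-FRET. Data normalized to buffer (basal) and 29 nM porcine relaxin (100%).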
mIDH1 inhibitor: blocks human mutant IDH1 R132H enzyme; Potency, µM (titrated, usually from 76.6 µM), without a hit: at the top dose activity change, negative = inhibition, usual class: inhibitors; O75874; IDH1-R132H enzyme, NADPH consumption, diaphorase/resazurin fluorescence; 0.093% of 390,000 active; AID 602179; further: on the % scale 0 is the no-effect control and ±100 the full control effect; nearly all actives have a fitted effect of over 65% in size
Target sequence (O75874 whole entry R132H, stated change not applied): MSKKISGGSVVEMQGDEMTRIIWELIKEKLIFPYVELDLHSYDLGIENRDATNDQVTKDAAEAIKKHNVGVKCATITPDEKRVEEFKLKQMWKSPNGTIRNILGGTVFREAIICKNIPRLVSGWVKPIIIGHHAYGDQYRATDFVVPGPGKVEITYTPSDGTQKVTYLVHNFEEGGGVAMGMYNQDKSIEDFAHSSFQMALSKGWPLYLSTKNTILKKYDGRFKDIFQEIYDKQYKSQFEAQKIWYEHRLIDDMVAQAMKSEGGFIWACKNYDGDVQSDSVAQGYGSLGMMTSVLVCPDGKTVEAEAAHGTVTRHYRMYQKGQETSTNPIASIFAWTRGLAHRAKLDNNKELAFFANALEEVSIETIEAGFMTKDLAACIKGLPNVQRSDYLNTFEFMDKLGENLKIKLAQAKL
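IDH1-R132H (0.5 ug/mL) preincubated 30 min with compound, then NADPH (0.016 mM) and alpha-KG (2 mM) added; 80 min at RT, pH 7.5. Remaining NADPH coupled via diaphorase/resazurin to fluorescence (540/590 nm); concentration-response curves normalized to no-enzyme control.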
The depositor's hits bear a star; ? = inconclusive; . = not tested or not shown; & = joins results of further samples; [ ] = dose if it differs, or a comment. The call rests on the fitted dose curve; in most records, active means well fitted curve in the direction sought with a large enough effect; inconclusive means small, poorly fitted or top-dose-only effect, or another doubt; inactive means no such curve, though single readings can be large; an effect the other way counts as inactive or inconclusive. Potency means the concentration at half of the fitted maximal effect. The list is partial; the hit share may differ from the screen's.

SMILES | ALOX12 inh | TrxR1 substrate | Vif-A3G inh | Vif-APOBEC3F blk | USP1-UAF1 inh | rTrxR1 inhibitor | RGS4 inh | RXFP1 agonist | mIDH1 inhibitor
O=C(NCCN1CCOCC1)C1CCCN(S(=O)(=O)c2ccc(F)cc2)C1 (stereo not given) | ? | 4% | 2% | 4% | -14% | -1% | 16% | 0.1% | 2%
COc1ccc(N(CC(O)CN2CCOCC2)S(=O)(=O)c2ccccc2)cc1 (stereo not given) | 6% | 1% | -8% | -10% | 2% | 11% | -2% | 1.3% | -7%
O=c1c2cnn(-c3ccccc3)c2ncn1Cc1cccnc1 | 8% | 6% | -5% | -7% | 2% | 10% | 3% | 1.3% | -3%
Clc1cccc(Cl)c1CSc1nnc([C@@H]2CCCN2)o1 | 88%[activator] | 2% | -5% | -3% | ? | 17% | -2% | -0.3% | 10%
CC(=O)c1ccc([N+](=O)[O-])cc1 | -9% | 2% | 2% | -1% | -4% | 21% | 25% | -0.1% | 1%
Cc1cccc(NC(=O)CSc2nc3ccccc3c3nc(CCc4c(C)n[nH]c4C)nn23)c1 | -2%&0% | -3%[57.1 µM] | ? | 1%&0% | -13%&-12% | 11%[57.1 µM] | 4%&2% | -1.3%&1.1% | -22%&-2%
CN(CCc1cnn(C)c1)C(=O)CCc1nnc(CCCc2ccccc2)o1 | 1% | 9%[57.1 µM] | 0% | 3% | 0% | 14%[57.1 µM] | 11% | -1.0% | 3%
COc1cccc(OCCc2c(C)n[nH]c2C)c1 | ? | -5% | 2% | 0% | -6% | 9% | -19% | 1.3% | 7%
CC(C)C[C@H]1CN=C(Nc2ccccc2)N1CCC(C)c1ccccc1 (stereo not given in full) | -2% | 2% | 4% | 1% | -18% | 24% | 14% | -2.5% | -7%[38.3 µM]
Cc1ccc(S(=O)(=O)N2CCOCC2)cc1C(=O)OCC(=O)NC1CCCCC1 | 12% | 2%[57.1 µM] | -2% | ? | -10% | 6%[57.1 µM] | 19% | -0.1% | 1%
CCn1cnc2cc(NCc3nc4ccccc4n3C)ccc21 | 1% | 26% | -10% | -3% | -16% | 30%[activator] | 0% | -1.8% | -2%
CCCn1c(=O)c2c(C(F)(F)F)cc(-c3ccco3)nc2n(CCC)c1=O | 4% | 40%[activator] | -1% | -19% | -13% | 40% | 14% | 17% | 11%
Cc1cc2nc(-c3ccc(SCC(=O)Nc4ccc(S(=O)(=O)N5CCCC5)cc4)nc3)[nH]c2cc1C | -15% | 52% | -7% | 11µM* | -26% | 8%[57.1 µM] | ? | 4.2% | -2%
Cc1cc(NC(=O)COC(=O)c2cnccn2)ccc1Br | ? | 1% | 1% | 7% | -21% | 8% | -13% | . | 11%
COc1cc(C(=O)Nc2sc3c(c2C(=O)NCc2ccco2)CCCC3)cc(OC)c1OC | -6% | 138%[activator] | 2% | 0% | -8% | 32% | -16% | 6.4% | 2%
CC1CN(C)C(C)CC1OC(=O)C(c1ccccc1)c1ccccc1 (stereo not given) | 140%[activator] | 4% | 1% | -9% | -11% | 33% | -23% | . | 0%
COc1ccc(S(=O)(=O)N2CCc3ccccc32)cc1C(=O)Nc1ccc(C(N)=O)cc1 | -14% | 6% | -18% | 1% | -17% | 16% | -2% | -1.6% | 6%
C(=N\Nc1nc2ccccc2s1)/c1ccccn1 | 432%[activator] | -6%[57.1 µM] | -10% | ? | -6% | 2%[57.1 µM] | -12% | -1.4% | 10%
Cc1ccc(NC(=O)CCn2ccc([N+](=O)[O-])n2)nc1 | -3% | -6% | 1% | -19% | -17% | -14% | -18% | 0.4% | 5%
COc1ccccc1OCC(=O)Nc1ccc(S(=O)(=O)N2CCOCC2)cc1 | 5% | 7% | -5% | 2% | 0% | 22% | -1% | 0.1% | -1%
Cc1nn(CC(=O)N(C)C)c(=O)c2ccccc12 | 0% | -5% | -4% | -2% | -3% | -1% | -24% | 0.4% | -1%
CCCCOc1ccccc1C1C(C(=O)OC)=CN(CC)C=C1C(=O)OC | 163%[activator] | 288%[activator][57.1 µM] | -2% | 9% | -1% | 58%[activator][57.1 µM] | 1% | 5.3% | -2%
CCOc1ccc(CN(CCc2ccc3c(c2)OCO3)Cc2cc(OC)cc(OC)c2)cc1 | ? | 6% | 4% | -3% | -6% | 7% | -11% | 2.2% | 1%
Cc1ccc(NC(=O)CSc2nc3ccccc3c(=O)n2Cc2cccs2)cc1 | -13% | -6% | 0% | -10% | 3% | 4% | -53% | -1.0% | 2%
Cc1onc(-c2ccccc2Cl)c1C(=O)OCc1cnc(Cl)s1 | -18% | -5% | -1% | -4% | -10% | 19% | 17% | 0.9% | 4%
Cc1ccc(NC(=O)COC(=O)CCc2c[nH]c3ccccc23)cc1[N+](=O)[O-] | -1% | -1% | -3% | 3% | -26% | 13% | 0%[11.4 µM] | 0.6% | 2%
Cc1ccc(-c2nn(-c3ccccc3)cc2CO)o1 | 181%[activator] | 40%[activator] | 1% | -1% | -11% | -22% | -33% | 0.4% | 2%
COC(=O)c1cc2sccc2n1CC(=O)Nc1cc(Cl)ccc1OC | -23% | -1% | -13% | -3% | -8% | 17% | 26% | 0.4% | 26%
CC(NS(=O)(=O)c1ccc(F)cc1)C(=O)Nc1ccc2c(c1)OCCO2 (stereo not given) | 13% | -4% | 0% | -18% | 1% | 11% | 4% | -1.1% | 1%
COc1cc(/C=N/Nc2ccc(Cl)c(C(=O)O)c2)ccc1OC(=O)c1ccc(F)cc1 | 14% | -5% | 0% | 0% | -27% | 7% | -1% | -1.1% | 0%
Cc1cccc(NC(=O)c2ccccc2OCC(=O)N2CCOCC2)c1C | 2% | 7%[57.1 µM] | -1% | 3% | -15% | 3%[57.1 µM] | 6% | 2.1% | 5%
CCn1c(SCc2nc(-c3ccc(OC)c(OC)c3)no2)nnc1-c1cccs1 | 9% | 3% | 1% | 2% | -3% | 8% | -13% | -0.5% | -7%
O=C(c1cn(-c2ccccc2)nc1-c1cccnc1)N1CCN(S(=O)(=O)c2cccc(F)c2)CC1 | 29% | -9% | -2% | 6% | -11% | -9% | -6% | -0.5% | -7%
CN(C)CCCN1C(=O)C(=O)/C(=C(/O)c2ccncc2)C1c1ccccc1 (stereo not given) | 178% | -9% | 2% | -7% | -5% | -11% | 10% | 1.7% | 6%
CC(=O)OCC(COC(C)=O)OC(C)=O | 9% | -8% | 0% | 7% | 8% | 2% | 13% | 0.3% | 5%
O=C1C2C3C=CC(C2C(=O)N1CCO)C1C(=O)N(CCO)C(=O)C31 (stereo not given) | 20% | -4% | 0% | 10% | -12% | 10% | -22% | -0.2% | -6%

Rewritten with values under each structure: 2 of the compounds above
Under each structure – ALOX12 inh	TrxR1 substrate	Vif-A3G inh	Vif-APOBEC3F blk	USP1-UAF1 inh	rTrxR1 inhibitor	RGS4 inh	RXFP1 agonist	mIDH1 inhibitor
COc1cc(C(=O)Nc2sc3c(c2C(=O)NCc2ccco2)CCCC3)cc(OC)c1OC
  -6%	138%[activator]	2%	0%	-8%	32%	-16%	6.4%	2%
CCOc1ccc(CN(CCc2ccc3c(c2)OCO3)Cc2cc(OC)cc(OC)c2)cc1
  ?	6%	4%	-3%	-6%	7%	-11%	2.2%	1%

Going on with the list:
SMILES | ALOX12 inh | TrxR1 substrate | Vif-A3G inh | Vif-APOBEC3F blk | USP1-UAF1 inh | rTrxR1 inhibitor | RGS4 inh | RXFP1 agonist | mIDH1 inhibitor
COc1cc(/C=C2\SC(=O)N(CCN)C2=O)ccc1OS(=O)(=O)c1cc(C)ccc1C | ? | -4% | -3% | 4% | -10% | 17%[57.1 µM] | -39% | -2.2% | -12%
COc1ccc(C(=O)N2CCN(c3nc4c(C)c(Cl)ccc4s3)CC2)c(OC)c1 | -31% | -5%[57.1 µM] | 1% | -3% | -21% | 11%[57.1 µM] | -6% | -0.1% | 3%
O=C(O)C1=NOC(CNc2ncc(C(F)(F)F)cc2Cl)C1 (stereo not given) | -9% | 0% | 2% | -9% | -22% | 18% | 8% | 0.3% | -2%
CN1/C(=C\C(=O)COc2ccc3c(c2)OCO3)C(C)(C)c2ccccc21 | -5% | -11% | -10% | 11% | ? | -20% | -13% | 0.2% | 8%
OCC(CO)(CO)N=Cc1cc(Br)ccc1O | -2% | 2% | 3% | -8% | -3% | -6% | 18% | 0.6% | -3%
Cc1cc2nc(SCC(=O)Nc3ccccc3C(=O)O)[nH]c2cc1C | -21% | 6% | 1% | -5% | -4% | 18% | 7% | -1.4% | 5%
CCOc1cc(Cl)c(S(=O)(=O)n2ccnc2)cc1Cl | ? | 15%[11.4 µM] | 3% | -10% | -30% | 12% | -9% | -0.5% | -4%
COc1ccc(Cc2nc(-c3ccc(NC(=O)c4cccnc4)cc3)no2)cc1 | 116%[activator] | 8%[57.1 µM] | -2% | 2% | 0% | 16%[57.1 µM] | -7% | -0.6% | 4%
Cc1cccc(C)c1NC(=O)CCCSc1nnc(N)s1 | -1% | -8% | -1% | -1% | -10% | 10%[57.1 µM] | -24% | 0.9% | -2%
COc1ccc2c(c1)CCc1c(C(=O)Nc3ccc(OC)c(OC)c3)noc1-2 | -1% | 11% | 4% | -6% | -6% | 19% | -3% | 0.5% | 13%
COc1ccc(CCNC(=O)c2cc3cccc4c3n2CC(C)S4)c(OC)c1OC (stereo not given) | ? | 34%[activator] | -2% | -7% | -26% | 80%[activator] | 7% | 3.3% | -2%
